Screening results as filed in PubChem.
HePTP inh: inhibitors of human HePTP phosphatase, primary screen, biochemical, absorbance, leukemia target; Tyrosine-protein phosphatase non-receptor type 7 (Homo sapiens), P35236; recombinant HePTP phosphatase activity, OD absorbance; inhibition, % at 20 µM; 110,000 tested, 0.64% active; AID 521, 2006; in the data active means inhibition above about 50%;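 further: plate controls were vehicle for no effect and reference inhibitor for full effect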
Target sequence (P35236 whole entry, looked up): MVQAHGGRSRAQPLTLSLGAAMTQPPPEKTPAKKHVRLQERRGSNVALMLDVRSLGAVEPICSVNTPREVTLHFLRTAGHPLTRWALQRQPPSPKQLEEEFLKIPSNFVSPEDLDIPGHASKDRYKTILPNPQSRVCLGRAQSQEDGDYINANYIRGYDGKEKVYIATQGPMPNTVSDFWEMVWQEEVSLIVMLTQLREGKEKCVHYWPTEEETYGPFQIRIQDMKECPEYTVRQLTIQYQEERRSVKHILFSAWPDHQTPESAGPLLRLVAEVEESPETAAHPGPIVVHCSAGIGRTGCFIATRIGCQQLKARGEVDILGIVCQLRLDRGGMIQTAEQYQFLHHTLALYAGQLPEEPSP
BAP1 inh: inhibitors of BAP1 deubiquitinase, primary screen, biochemical, Ub-AMC fluorescence, kinetic. Ubiquitin carboxyl-terminal hydrolase BAP1 (Homo sapiens), Q92560. recombinant BAP1, Ub-AMC hydrolysis fluorescence kinetic; hits give low values. activity remaining (% of control), % at 20 µM. 72,000 tested, 0.48% active;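 active means activity remaining at or below 50% of control, provided the compound also passes the data quality filters; inactive means the rest, including low values that fail the filters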;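 further: 100% = DMSO wells rate and 0% = substrate alone blank rate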
Target sequence (Q92560 whole entry, looked up): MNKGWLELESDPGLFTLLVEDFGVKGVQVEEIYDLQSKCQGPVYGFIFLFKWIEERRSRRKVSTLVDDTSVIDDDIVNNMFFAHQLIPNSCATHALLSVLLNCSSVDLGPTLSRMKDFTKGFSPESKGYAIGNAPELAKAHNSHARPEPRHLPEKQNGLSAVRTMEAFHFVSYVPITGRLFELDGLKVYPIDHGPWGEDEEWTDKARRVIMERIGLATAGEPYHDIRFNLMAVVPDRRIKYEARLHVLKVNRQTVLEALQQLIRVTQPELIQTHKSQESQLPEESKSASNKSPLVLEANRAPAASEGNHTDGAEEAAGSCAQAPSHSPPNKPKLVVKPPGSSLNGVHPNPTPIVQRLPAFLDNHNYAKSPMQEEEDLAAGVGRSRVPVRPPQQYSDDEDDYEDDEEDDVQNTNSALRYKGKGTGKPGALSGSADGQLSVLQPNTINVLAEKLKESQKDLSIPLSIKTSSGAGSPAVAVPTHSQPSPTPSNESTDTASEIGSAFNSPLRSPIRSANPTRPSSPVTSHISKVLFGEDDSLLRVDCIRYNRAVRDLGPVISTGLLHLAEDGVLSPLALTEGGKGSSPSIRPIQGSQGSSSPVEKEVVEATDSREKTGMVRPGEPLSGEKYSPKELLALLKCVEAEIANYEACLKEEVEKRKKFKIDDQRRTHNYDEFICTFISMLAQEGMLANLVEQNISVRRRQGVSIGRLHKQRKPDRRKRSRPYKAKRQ
Starred values were filed as active, the others as inactive; / = not tested or not shown; & = joins results of further samples.

SMILES	HePTP inh	BAP1 inh
COc1cc([C@H]2[C@@H]3CCCC[C@]3(O)CCN2Cc2ccccc2F)ccc1O	-11	91
CN(C)Cc1c(O)ccc2occ(C(=O)c3ccccc3)c12	0	93
CCOc1ccc(C(=O)Nc2ccc(S(=O)(=O)N3CCOCC3)cc2)cc1OCC	-10	104
COc1ccc(OC)c(N(CC(=O)Nc2ccccc2Cl)S(C)(=O)=O)c1	10	/
CN(C)/C=N/c1sc2c(c1C#N)CCC2	6	112
COC(=O)c1sccc1NC(=O)c1cc(-c2ccc(OC)cc2OC)nc2ccccc12	9	/
CS(=O)(=O)N1Cc2ccccc2CC1C(=O)Nc1ccccc1C(N)=O (stereo not drawn)	5	/
Cc1ccc(-c2nc3cc(NCc4ccc5c(c4)OCO5)ccc3o2)cc1	4	/
CCOC(=O)C(Cc1ccc(NC(=O)/C(=C/c2ccc(OC(C)=O)cc2)NC(C)=O)cc1)N1C(=O)c2ccccc2C1=O (stereo not drawn)	-4	/
COc1cc(NS(=O)(=O)c2ccc(N)cc2)nc(OC)n1	11	73
O=C(O)c1ccc(N2C(=O)CC(NC3CCN(Cc4ccccc4)CC3)C2=O)cc1 (stereo not drawn)	-7	/
COc1cc(/C=c2\sc3nc4ccccc4n3c2=O)cc(I)c1OCC(=O)O	75*	/
Cc1nc2sc3c(c2c(=O)o1)CCCC3	10	119
Cc1ccc(SCCNS(C)(=O)=O)cc1	8&-11	92
O=C1C2CCCN2C(c2cccc(F)c2)N1c1cccc(Cl)c1 (stereo not drawn)	8	95
COc1ccc(C(=O)NC2=C(C#N)CCC2)cc1OC	-2	/
O=C(c1ccco1)N(CC1CCCO1)c1nc(-c2ccccc2)cs1 (stereo not drawn)	2	99
Cn1cnc(S(=O)(=O)N2CCc3ccccc32)c1	8	88
O=C(c1ccccc1)N1CCN(c2cc(N3CCCC3)c(F)cc2[N+](=O)[O-])CC1	-2	/
Cc1cc(C)cc(Nc2ncc3c(n2)CCCC3=O)c1	11	123

The results go on.
SMILES	HePTP inh	BAP1 inh
CC(C)c1ccc(NC(=O)CN(CCc2ccccc2)S(=O)(=O)c2ccccc2)cc1	2	/
CC(=Nc1cccc(O)c1)c1sc2ccccc2c1O	4	113
CCOC(=O)C1=C(C)N=C2SCC(=O)N2C1c1ccc(C)cc1 (stereo not drawn)	8	/
O=C(NCc1cccc(CNC(=O)NC2CCCCC2)c1)NC1CCCCC1	-3	/
O=C1NC(=O)C(=Cc2ccccc2OCc2ccccc2F)C(=O)N1	4	/
CNc1sc(C(=O)c2cccs2)c(N)c1-c1nc2ccccc2s1	7	50
COC(=O)c1c(N)sc(C)c1-c1ccc(C(C)(C)C)cc1	10	/
CN(C)C(=S)S/C=C/C(=O)c1ccccc1	2	/
Cc1ccc(OCC(=O)Nc2ccc(C)cc2[N+](=O)[O-])c(Br)c1	1	/
CCn1cc(C(=O)NCc2ccccn2)c(=O)c2cc(F)c(N3CCN(C)CC3)cc21	8	146
O=c1[nH]c(=O)n(-c2ccccc2F)c(O)c1C=Nc1ccc(Cl)cc1	4	/
CN1C(=O)NC(=O)/C(=C/c2ccc(-c3ccc(Cl)cc3Cl)o2)C1=O	-2	/
CC(CN1CCN(C)CC1)OC(=O)c1ccc(Cl)cc1Cl (stereo not drawn)	7	109
O=C(CSc1ncn[nH]1)Nc1ccccc1Br	7	/
Cc1ccc(S(=O)(=O)Cc2ccc(C(=O)NCCCN3CCCC3=O)o2)cc1	-4	94
CN(C(=O)NC(=O)C1=C(N2CCOCC2)/C(=C/c2ccccc2)CC1)S(C)(=O)=O	8	124
COc1ccc(OC)c(/C=N\NC(=O)COc2ccc(Cl)cc2Br)c1	0	/
CCOC(=O)CSC1=C(C#N)C(c2ccc(Cl)cc2)C(C(=O)OC)C(=O)N1 (stereo not drawn)	6	105
COc1ccccc1NC(=O)COc1ccc(CO)cc1Cl	-6	141
CC1(C)CC(=O)c2c(nc(SC3C=CCCC3)c(C#N)c2-c2ccccc2)C1 (stereo not drawn)	-19	/

(list continues)
SMILES	HePTP inh	BAP1 inh
CCOC(=O)c1c(NC(=O)c2ccc(Cl)c(Cl)c2)sc(C(=O)Nc2ccccc2F)c1C	-7	/
COC(=O)c1cc2nc(-c3ccc(OC)cc3)cc(C(F)(F)F)n2n1	10&-10	70
Cc1nn(C)cc1CNC(=O)C1C2CCC(O2)C1C(=O)O (stereo not drawn)	5	106
O=C(NCc1ccccc1)N1CCn2c(nc3ccccc32)C1	1	94
CCCC(=O)Nc1cc(=O)n(C)c(=O)n1C	7	95
S=c1[nH]nc(-c2cccc(Cl)c2)n1-c1ccccc1	-2	/
COc1ccc(C(=O)Nc2ccccc2)cc1S(N)(=O)=O	4	/
COC(=O)c1sc(NC(=O)C2CCCCC2)c(C#N)c1C	103*	/
COc1ccccc1NC(=O)c1c(NC(=O)Cc2ccccc2)sc2c1CCC(C)C2 (stereo not drawn)	-7	/
CCN(CC)CCCCOc1ccc(Cl)cc1C	-4	/
COc1cc(/C=N/n2c(C)nnc2C)ccc1O	-14	/
O=C(C1CCCCC1)N1CCC(c2nc3ccccc3[nH]2)CC1	-4	98
CC(C)c1ccc(NS(=O)(=O)c2cn(C)c(=O)n(C)c2=O)cc1	2	100
CC1=NN(C(=O)c2ccccc2Cl)C(O)(C(F)(F)F)C1 (stereo not drawn)	4	/
O=C1Nc2ccccc2/C1=N/N=C/c1cccc(Oc2ccccc2)c1	-4	/
COc1ccc(CN2C(=O)[C@@H]3C(c4ccc(F)cc4)=NO[C@@H]3C2=O)cc1	-2	81
COc1cc(OC)c(-c2nc3cnccc3n2C)cc1OC	0	116
CCOc1ccc2nc(NC(=O)c3ccc(OCC(C)C)cc3)sc2c1	2	/
Cc1cc(-c2nn3c(-c4ccccc4)nnc3s2)c2ccccc2n1	6	60
COC(=O)C1=C(C)NC2=C(C(=O)c3ccccc32)C1c1ccccc1OCc1ccc(Br)cc1 (stereo not drawn)	6	/

Among those listed so far, these contain a furan ring, fused or not:
SMILES	HePTP inh	BAP1 inh
CN(C)Cc1c(O)ccc2occ(C(=O)c3ccccc3)c12	0	93
O=C(c1ccco1)N(CC1CCCO1)c1nc(-c2ccccc2)cs1 (stereo not drawn)	2	99
CN1C(=O)NC(=O)/C(=C/c2ccc(-c3ccc(Cl)cc3Cl)o2)C1=O	-2	/
Cc1ccc(S(=O)(=O)Cc2ccc(C(=O)NCCCN3CCCC3=O)o2)cc1	-4	94

Next section:
SMILES	HePTP inh	BAP1 inh
NC(N)=NC(=O)c1nc(Cl)c(N2CCCCCC2)nc1N	/	76
COc1ccc(C2C(C(=O)N3CCOCC3)CCC(=O)N2c2ccc(OC)cc2)cc1 (stereo not drawn)	-8	103
CCOC(=O)N1CCN(C(=O)c2ccc3nc(C)sc3c2)CC1	6	117
CCOc1ccccc1NC(=O)c1ccc(CN2CCc3ccccc3C2)cc1	3	/
O=C(CN1c2cccc3cccc(c23)S1(=O)=O)N1CCOCC1	11	71
CCSc1nc2c([nH]c3ccccc32)c(=O)n1C	3	81
COc1ccc(C2SCC(=O)N2CCc2ccc(OC)c(OC)c2)c(OC)c1 (stereo not drawn)	2	109
O=C(c1cccs1)N1CCn2c1nc1ccccc12	5	150
Cc1ccc(-n2c(C)nc3oc4ccccc4c(=O)c3c2=O)cc1	43	121
O=C(CSc1nc2ccccc2o1)c1cccc([N+](=O)[O-])c1	0	141
Cn1nnc2cc(C(=O)NC3CCCCC3)ccc21	10	85
COc1ccc(OCCCCn2ccnc2)cc1	7	/
CCCCNC(=O)CSc1cc(=O)n(C)c2ccccc12	2	73
O=C(CSc1ncccn1)N/N=C/c1ccccc1O	-21	/
Cc1ccc(S(=O)(=O)/N=C(/NC(=S)N2CCOCC2)c2ccccc2)cc1	-17	/
O=C(C1CCCN(S(=O)(=O)c2cnc[nH]2)C1)N1CC(=O)N(CCc2ccccc2)C(=O)C1 (stereo not drawn)	15	109
CCOC(=O)c1cc2c(nc1NC(=S)Nc1ccccc1)CC(C)(C)OC2	-4	/
c1ccc2c(c1)CCOC2CNCCCN1CCCCC1 (stereo not drawn)	-4	146
Cc1n[nH]c(C)c1S(=O)(=O)N1CCN(C(=O)c2ccco2)CC1	0	105
COC(=O)c1cc(C(=O)Nc2ccccn2)cc([N+](=O)[O-])c1	9	/

The results go on.
SMILES	HePTP inh	BAP1 inh
Cc1ccc2nc(-c3ccc(-c4ccccc4)cc3)oc(=O)c2c1	-3	/
Cc1cc2nc3s/c(=C\c4cc5c(cc4[N+](=O)[O-])OCO5)c(=O)n3c2cc1C	2	/
O=C(NCc1ccco1)c1c2c(nc3ccccc13)CCC2	/	60
COc1cc(NC(=O)CSCc2ccc(Cl)cc2Cl)c(C(=O)O)cc1OC	-12	/
O=C(CC1Oc2ccccc2NC1=O)NCCCN1CCN(Cc2ccccc2)CC1 (stereo not drawn)	8	89
CC1(C)CC(=O)C(C=NCCN2CCN(C(=O)C34CC5CC(CC(C5)C3)C4)CC2)=C(O)C1	6	89
Cc1cccc(N2C(=O)NC(=O)/C(=C\c3cc(Br)c(O)c([N+](=O)[O-])c3)C2=O)c1	-7	/
O=C1NC(=O)N(c2ccc(Br)cc2)C(=O)/C1=C/c1ccc2c(c1)OCO2	4	/
NCCCCCCNS(=O)(=O)c1cccc2c(Cl)cccc12	/	95
CCN(CC)CCOCCOCCN(CC)CC	7	/
COc1ccc(C)cc1S(=O)(=O)N(CC(=O)O)c1ccc(C)cc1	11	134
CCc1c(C)sc(NC(=O)CCc2ccc(OC)cc2)c1C(=O)OC	104*	/
COC(=O)C(Cc1ccc(O)cc1)NC(=O)C(C)Oc1ccccc1 (stereo not drawn)	-12	65
CCOc1ccc(C(=O)COC(=O)CC)cc1	6&-9	/
C=CCN(c1ccc(C(=O)N2CCCC2)cc1)S(C)(=O)=O	-8	129
COc1ccc(C2/C(=C(\O)c3ccc(F)cc3)C(=O)C(=O)N2CCCCCC(=O)O)cc1OC (stereo not drawn)	-3	/
O=C(Nc1ccc2c(c1)OCCO2)c1ccc(NC(=O)C2CCCO2)cc1 (stereo not drawn)	-6	/
Cc1cn([C@H]2C=C[C@@H](CO)O2)c(=O)[nH]c1=O	7	97&96
O=[N+]([O-])c1ccc2oc(-c3ccccc3)nc2c1	-2	/
CC(=O)c1cccc(NC(=O)Nc2ccc(Cl)cc2)c1	1	/

New compounds follow
SMILES	HePTP inh	BAP1 inh
O=C(Oc1ccccc1OC(=O)N1CCOCC1)N1CCOCC1	-8	63
COc1cc(C)nc(OCCNC(=O)COc2ccc(Cl)cc2Cl)n1	-1	106
COc1ccc(CN2CCN(Cc3ccc(C)cc3)CC2)c(OC)c1OC	3	/
CN(CCOC(=O)c1ccc2c(c1)OCCO2)Cc1ccccc1	-7	166
CN1CCN(Cc2cc(=O)oc3ccc(Cl)cc23)CC1	-12	100
O=C(Nc1ccccc1)Nc1nnc(-c2ccc(Br)cc2)s1	-1	/
CC(C)C(=O)Nc1cccc(C(=O)Nc2nccs2)c1	2	108
O=C(O)c1ccc2c(c1)C(=O)N(c1cc(C(=O)O)ccc1Br)C2=O	-4	90
C=CCn1c(SCC(=O)N2CCCCC2)nc2sc3c(c2c1=O)CCCC3	-9	/
Cc1ccc(-n2ncc3c(N4CCN(c5ccccc5)CC4)ncnc32)c(C)c1	3	128
O=C(NC(=S)NCc1ccccn1)c1ccc([N+](=O)[O-])cc1	8	/
O=C(O)CC(Cc1ccccc1)c1ccc2c(c1)OCO2 (stereo not drawn)	2	119
CCCCOc1ccc(C(=O)Nc2cc(-c3nc4ccccc4o3)ccc2OC)cc1	-11	/
NC(=O)c1c(NC(=O)C2CCCO2)sc2c1CCC2 (stereo not drawn)	3	88
CC(=O)c1cc(-c2ccccc2)[nH]c1N1CCOCC1	2&6	99
C=CCC1NC2(CCCCC2)Cc2cc(OC)c(OC)cc21 (stereo not drawn)	6	/
CCCOc1ccc(/C(O)=C2/C(=O)C(=O)N(CCCOC)C2c2cccnc2)cc1 (stereo not drawn)	8	67
CC(C(=O)NCCCN1CCOCC1)n1cccc1C(=O)c1ccccc1 (stereo not drawn)	9	117
CCN(CC)c1ncnc2c1cnn2C	-2	102
Cc1csc(NC(=O)CCn2c(=O)sc3ccccc32)n1	-7	97

(continued)
SMILES	HePTP inh	BAP1 inh
CCOC(=O)c1[nH]nc2c1C(=O)N(c1ccc(Br)cc1)C2=O	30	/
CCc1ccc(-c2nc(CSCC(=O)N3CCN(c4ncccn4)CC3)c(C)o2)cc1	1	97
Cc1ccc(NC(=O)COc2ccc3ccccc3c2)c([N+](=O)[O-])c1	7	/
CN(Cc1ccccc1)C(=O)CCNS(=O)(=O)c1ccc2c(c1)oc(=O)n2C	1	94
CCN(CC)CCNC(=O)Cn1nc(Cc2ccccc2)c2ccccc2c1=O	-6	98
O=C(c1ccc(Br)cc1)N1CCN(c2ccccn2)CC1	-9	/
Cc1ccc(/C=C/C(=O)Nc2cccc(Cl)c2C)o1	10	/
O=C(CCS(=O)(=O)c1cccc2nonc12)N1CCCc2ccccc21	0	/
CCn1cc(C(=O)NCc2cccnc2)c2cc(OC)c(OC)cc2c1=O	-4	/
O=C(NCCCCNC(=O)c1ccco1)c1ccco1	1	83
C[N+](C)(C)CCC(=O)c1cccc2ccccc12	/	88

Quoted at random: 2 entries already listed, in no set order.
SMILES	HePTP inh	BAP1 inh
CCN(CC)CCNC(=O)Cn1nc(Cc2ccccc2)c2ccccc2c1=O	-6	98
CN(Cc1ccccc1)C(=O)CCNS(=O)(=O)c1ccc2c(c1)oc(=O)n2C	1	94

Not a hit list (roughly 0.95% active in at least one column).
